High-throughput results deposited in PubChem by several laboratories.
Fh CTSL1 inh = cathepsin L1 inhibition, PFM18AAP counter-screen. recombinant F. hepatica cathepsin L1, Z-Leu-Arg-MCA fluorescence. inhibition, % at 5.96 µM. actives 0.49% (n = 300,000). AID 1906;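 active means inhibition above the mean of all tested compounds plus 3 SD, set per screening campaign, cut at about 17% in these data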;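 further: 0% = plate median of test compound wells and 100% = 1 µM Z-Phe-Ala-diazomethylketone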
GASC-1 inh = human JMJD2C demethylase inhibition. Q9H3R0. GST-JMJD2C(1-420) H3K9me3 demethylation, DELFIA europium. inhibition, % at 2.35 µM. actives 0.069% (n = 330,000);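 active means more than half of a compound's replicate wells show inhibition beyond 50%, single wells judged on their own value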;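 further: signal counts dimethyl H3K9 product captured on neutravidin plate; 0% = median of DMSO wells and 100% = 0.3 times that DMSO median; strong numbers were not always called active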
GRK2 inh = human GRK2 inhibition via aptamer displacement; P25098; AID 488847; inhibition of aptamer binding, % at 10 µM; actives 0.59% (n = 330,000); bead flow cytometry, FAM-aptamer displacement from GRK2;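 active means inhibition of aptamer binding above 40%, roughly 3 SD of noise, on plates passing a quality check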;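 further: median bead fluorescence of bound FAM aptamer so fluorescent compounds give negative values; no value below 0 was filed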
procasp3 activ = procaspase-3 (human) activation | P42574 | recombinant procaspase-3 D3A, Ac-DEVD-pNA absorbance 405 nm | activation, % at 8.5 µM | actives 0.11% (n = 330,000) | AID 463141;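 active means activation above the mean of all tested compounds plus 3 SD, cut at about 21% in these data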;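 further: 0% = DMSO alone and 100% = DMSO wells spiked with extra 5 µM PC-3 D3A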
Target sequence (P42574 whole entry D9A/D28A/D175A): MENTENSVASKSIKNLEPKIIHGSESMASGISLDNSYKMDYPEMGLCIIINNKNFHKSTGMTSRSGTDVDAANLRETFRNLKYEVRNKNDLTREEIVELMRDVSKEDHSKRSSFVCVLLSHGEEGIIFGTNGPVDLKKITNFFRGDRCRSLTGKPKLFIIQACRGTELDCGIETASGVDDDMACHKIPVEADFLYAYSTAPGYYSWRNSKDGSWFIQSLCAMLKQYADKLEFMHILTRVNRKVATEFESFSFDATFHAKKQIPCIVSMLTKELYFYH
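assay system = Procaspase-3 D3A mutant | signal = absorbance at 405 nm, 0 and 120 min | times = 1 h preincubation plus 2 h reaction at 25 °C | repeats = single replicate | read-out = % activation between DMSO and enzyme-spiked controls | medium = Zinc-free HEPES saline buffer with Triton X-100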
procasp7 counter = activates human procaspase-7, counter-screen for procaspase-3 activators; recombinant procaspase-7, Ac-DEVD-pNA absorbance 405 nm; D23A/D198A/D206A triple mutant, cannot self-cleave; scale: DMSO 0, 5 µM enzyme 100; activation, % at 8.5 µM; actives 0.093% (n = 330,000);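 active means percent activation above the screen-wide mean plus 3 SD, cut at about 25% in these data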
Target sequence (P55210 whole entry D23A/D198A/D206A): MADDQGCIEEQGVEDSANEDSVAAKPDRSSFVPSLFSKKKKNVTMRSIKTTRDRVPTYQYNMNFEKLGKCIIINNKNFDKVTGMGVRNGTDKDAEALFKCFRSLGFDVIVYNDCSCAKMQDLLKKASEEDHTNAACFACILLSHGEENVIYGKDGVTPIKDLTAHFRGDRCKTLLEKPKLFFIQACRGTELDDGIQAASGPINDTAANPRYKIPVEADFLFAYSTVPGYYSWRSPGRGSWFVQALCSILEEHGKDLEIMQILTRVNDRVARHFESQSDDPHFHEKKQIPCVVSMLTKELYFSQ
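buffer or medium = Zinc-free HEPES/NaCl buffer, pH 7.4 | material = Procaspase-7 triple mutant (PC-7 D3A) | input = 2 µM procaspase-7 mutant as dispensed | signal = Epi-absorbance of released pNA at 405 nm, two timepoints | timing = 1 h preincubation, 2 h reaction | replicates = singlicate compound testing | evaluation = % activation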
VLA-4 inh = inhibition in a human VLA-4 binding assay; P13612; VLA-4 expressing cells, ligand binding flow cytometry; inhibition, % (about 7 µM as worked out from the volumes in the protocol); actives 0.2% (n = 330,000); AID 2557; in the data active means inhibition above about 50%
HCV core dimer = blocks dimerization of HCV core protein; TR-FRET GST/Flag-core106 dimerization, 1536-well; actives 0.33% (n = 300,000); inhibition, % at 5 µM; AID 1899;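 active means inhibition above the mean of all tested compounds plus 3 SD, set per screening campaign, cut at about 45% in these data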
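Assay system: GST-tagged and Flag-tagged HCV core protein residues 1-106 / Times: compound-protein-antibody incubation 4 h at 22.5 °C / Signal: time-resolved FRET, ex 340 nm, em 617 and 671 nm / Evaluation: % inhibition based on acceptor/donor emission ratio / Benchmarks: wells lacking GST-core106 and wells with excess unlabelled core106 / Repeats: singlicate, one well per compound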
PP1 counter = counter-screen for PP5 inhibitors: inhibitors of human PP1-alpha; P62136; purified PP1alpha, OMFP fluorescence; inhibition, % at 6.7 µM; actives 0.9% (n = 320,000); AID 2235;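 active means inhibition above the mean inhibition of all tested compounds plus 3 SD, computed separately for each screening campaign, cut at about 15% in these data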
PP5 inh = blocks human protein phosphatase 5 activity. P53041. purified PP5c, OMFP substrate fluorescence. inhibition, % at 6.7 µM. actives 0.18% (n = 320,000);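 active means inhibition above the campaign's mean inhibition across all tested compounds plus 3 SD, cut at about 9.5% in these data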;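 further: 0% = DMSO only and 100% = 100 µM cantharidin control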
Target sequence (P53041 whole entry, looked up): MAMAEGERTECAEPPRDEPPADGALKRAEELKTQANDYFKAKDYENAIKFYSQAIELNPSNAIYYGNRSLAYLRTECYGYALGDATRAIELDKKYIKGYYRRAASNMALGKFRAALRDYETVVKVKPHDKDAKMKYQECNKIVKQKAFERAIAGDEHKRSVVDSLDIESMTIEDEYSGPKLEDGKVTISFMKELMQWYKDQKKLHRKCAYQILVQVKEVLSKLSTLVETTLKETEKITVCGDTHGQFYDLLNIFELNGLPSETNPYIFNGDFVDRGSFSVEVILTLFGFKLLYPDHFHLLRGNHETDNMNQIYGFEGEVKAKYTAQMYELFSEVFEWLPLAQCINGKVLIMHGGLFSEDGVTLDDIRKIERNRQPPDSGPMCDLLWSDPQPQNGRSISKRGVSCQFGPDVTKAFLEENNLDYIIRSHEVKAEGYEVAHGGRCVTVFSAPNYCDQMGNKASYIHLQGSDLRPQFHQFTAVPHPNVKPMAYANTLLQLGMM
* marks the source's active call; other numbers are inactive results; & = joins results of further samples. Not a hit list; any-hit rate near 2.6%.

Screening COc1ccc(NC(=O)CSc2nnc(NC(=O)C3CC3)s2)cc1OC returned Fh CTSL1 inh -5, GASC-1 inh 5, GRK2 inh 0, procasp3 activ 8, procasp7 counter 3, VLA-4 inh -13, HCV core dimer -2, PP1 counter 0 and PP5 inh 1.4.
Screening NC(=O)c1ccc(=O)n(Cc2ccc(F)c(F)c2)c1 returned Fh CTSL1 inh -3, GASC-1 inh 2, GRK2 inh 2, procasp3 activ 7, procasp7 counter 8, VLA-4 inh 32, HCV core dimer -5, PP1 counter -5 and PP5 inh 1.2.
Screening CCn1c(C)[n+](CC)c2ccc(S(=O)(=O)NC)cc21 returned Fh CTSL1 inh -9, GASC-1 inh 18, GRK2 inh 0, procasp3 activ -3, procasp7 counter -5, VLA-4 inh 13, HCV core dimer 7, PP1 counter 1 and PP5 inh 2.3.
Screening COc1ccc(OC)c(-c2nn(-c3ccccc3)cc2C(=O)N2CCc3ccccc3C2)c1 returned GASC-1 inh 9, GRK2 inh 3, procasp3 activ -3, procasp7 counter 5, VLA-4 inh 1, PP1 counter 0 and PP5 inh 2.1.
Screening Cc1cccc(NC(=O)C2CCN(S(=O)(=O)c3ccc(Cl)cc3)CC2)n1 returned Fh CTSL1 inh 3, GASC-1 inh 2, GRK2 inh 2, procasp3 activ 7, procasp7 counter -2, VLA-4 inh -6, HCV core dimer -14, PP1 counter -2 and PP5 inh -1.5.
`CCOC(=O)CN(C(=O)CSc1nnc2c(n1)[nH]c1ccc(OC)cc12)c1ccc(F)cc1` gave Fh CTSL1 inh 2, GASC-1 inh -11&2, GRK2 inh 0, procasp3 activ 6, procasp7 counter -11, VLA-4 inh -5, HCV core dimer 5, PP1 counter 7 and PP5 inh 2.9.
O=C(NCc1cccnc1)Nc1ccc(Cl)c(Cl)c1 was read as Fh CTSL1 inh 1, GASC-1 inh 1, GRK2 inh 0, procasp3 activ 6, procasp7 counter -6, VLA-4 inh 10, HCV core dimer 4, PP1 counter 2 and PP5 inh 3.5.
Screening Cc1ccc(S(=O)(=O)N2CCCCC2)cc1NC(=O)CN1C(=O)c2ccccc2S1(=O)=O returned GASC-1 inh 1, GRK2 inh 2, procasp3 activ 5, procasp7 counter 5 and VLA-4 inh -10.
Screening Cc1ccc(NC(=O)CCS(=O)(=O)c2cccc3nonc23)cc1 returned Fh CTSL1 inh 1, GASC-1 inh -7, GRK2 inh 1, procasp3 activ 5, procasp7 counter -2, VLA-4 inh 1, HCV core dimer -2, PP1 counter 0 and PP5 inh -0.4.
For CCOC(=O)c1sc2nc(CC(=O)OC)nc(NCCN(CC)CC)c2c1C the results were Fh CTSL1 inh 0, GASC-1 inh 9, GRK2 inh 1, procasp3 activ -1, procasp7 counter -3, VLA-4 inh -6, HCV core dimer -1, PP1 counter 1 and PP5 inh 2.3.
Screening N#C/C(=C\c1c(N2CCCCC2)nc2ccccn2c1=O)S(=O)(=O)c1ccccc1 returned Fh CTSL1 inh 4, GASC-1 inh 0, GRK2 inh 2, procasp3 activ -24, procasp7 counter -6, VLA-4 inh -13, HCV core dimer 13, PP1 counter 0 and PP5 inh 1.1.
COc1ccc2c(c1)c(C(=O)N/N=C/c1ccccc1Cl)c(C)n2C was read as Fh CTSL1 inh 5, GASC-1 inh -6, GRK2 inh 1, procasp3 activ 7, procasp7 counter 1, VLA-4 inh 5, HCV core dimer 4, PP1 counter -1 and PP5 inh 1.1.
CCOC(=O)c1ccccc1NC(=O)C1COc2ccccc2O1 (centres undefined) was read as Fh CTSL1 inh 4, GASC-1 inh 1, GRK2 inh 4, procasp3 activ 2, procasp7 counter 3, VLA-4 inh 19, HCV core dimer 0, PP1 counter 0 and PP5 inh 0.3.
COc1ccc(CC2(CO)CCN(Cc3cccnc3)CC2)cc1 was read as Fh CTSL1 inh 1, GASC-1 inh 5, GRK2 inh 0, procasp3 activ 2, procasp7 counter 6, VLA-4 inh 6, HCV core dimer 1, PP1 counter -2 and PP5 inh -0.1.
Screening CN1CCC(N(CCc2ccccc2)C(=O)CCC(=O)O)CC1 returned Fh CTSL1 inh -4, GASC-1 inh 5, GRK2 inh 2, procasp3 activ -7, procasp7 counter -2, VLA-4 inh 12, HCV core dimer 2, PP1 counter -3 and PP5 inh -0.8.
For CC1CCCC(C)N1CC(O)Cn1c2ccccc2c2ccccc21 (centres undefined) the results were Fh CTSL1 inh 0, GASC-1 inh 6, GRK2 inh 0, procasp3 activ 8, procasp7 counter 5, VLA-4 inh 0, HCV core dimer -6, PP1 counter -3 and PP5 inh -0.7.
`CN(C(=O)COC(=O)c1cc2c(s1)CCCCC2)C1CCS(=O)(=O)C1` (centres undefined) gave Fh CTSL1 inh -4, GASC-1 inh 8, GRK2 inh 2, procasp3 activ 2, procasp7 counter 9, VLA-4 inh -13, HCV core dimer -2, PP1 counter -4 and PP5 inh 2.1.
Screening Cc1ccc(C)c(N2CCN(C(=O)Cc3c(C(=O)O)[nH]c4ccc(Cl)cc34)CC2)c1 returned Fh CTSL1 inh 1, GASC-1 inh -2, GRK2 inh 0, procasp3 activ 3, procasp7 counter 16, VLA-4 inh -8, HCV core dimer 13, PP1 counter 8 and PP5 inh 3.6.
Screening CCCc1nc(SCC(=O)N2CCCC2)c2c(=O)n(C)c(=O)n(C)c2n1 returned Fh CTSL1 inh 0, GASC-1 inh 1, GRK2 inh 2, procasp3 activ -5, procasp7 counter 3, VLA-4 inh 3, HCV core dimer -7, PP1 counter -3 and PP5 inh 2.6.
`COc1ccc(-c2sc3ccc(N4CCOCC4)cc3c2C#CC(C)(C)O)cc1` gave GASC-1 inh -2, GRK2 inh 0, procasp3 activ 3, procasp7 counter -10, VLA-4 inh -2, PP1 counter 0 and PP5 inh 7.6.
Screening CC(C)Cn1cc(C(=O)NC2CCN(Cc3ccccc3)CC2)c2c3ccccc3n(C)c2c1=O returned Fh CTSL1 inh -1, GASC-1 inh -8, GRK2 inh 0, procasp3 activ -2, procasp7 counter 6, VLA-4 inh -9, HCV core dimer 3, PP1 counter -3 and PP5 inh 0.6.
For O=C(CSc1nc(SCC(=O)NCc2ccccc2)n(-c2ccccc2)n1)NCc1ccccc1 the results were Fh CTSL1 inh 1, GASC-1 inh 1, GRK2 inh 0, procasp3 activ -2, procasp7 counter -13, VLA-4 inh 22, HCV core dimer 1, PP1 counter 3 and PP5 inh 5.3.
For Cc1cccn2c(=O)nc(SCC(=O)c3ccccc3)nc12 the results were Fh CTSL1 inh 3, GASC-1 inh 6, GRK2 inh 0, procasp3 activ -5, procasp7 counter 5, VLA-4 inh -6, HCV core dimer -8, PP1 counter -4 and PP5 inh -1.1.
`O=C(Cc1ccc(Cl)cc1)NNC(=O)Nc1cccc2ccccc12` gave Fh CTSL1 inh -1, GASC-1 inh 6, GRK2 inh 0, procasp3 activ 2, procasp7 counter -3, VLA-4 inh 16, HCV core dimer 1, PP1 counter 0 and PP5 inh -2.0.
For CCn1c(SCC(=O)Nc2cc(S(=O)(=O)N3CCOCC3)ccc2OC)nnc1-c1ccncc1 the results were Fh CTSL1 inh -5, GASC-1 inh -1, GRK2 inh 0, procasp3 activ -9, procasp7 counter -3, VLA-4 inh -3, HCV core dimer 5, PP1 counter -4 and PP5 inh -2.3.
O=C(Nc1ccccc1)C1CCOC1=O (centres undefined) was read as Fh CTSL1 inh -3, GASC-1 inh 3, GRK2 inh 1, procasp3 activ 0, procasp7 counter 4, VLA-4 inh 4, HCV core dimer -6, PP1 counter -5 and PP5 inh -0.7.
For CCOC(=O)C1=CC[C@@H](c2cc(OC)c(OC)c(OC)c2)N(S(=O)(=O)c2ccc(C)cc2)[C@H]1C(=O)OCC the results were GASC-1 inh -48, GRK2 inh 1, procasp3 activ 4, procasp7 counter 12 and VLA-4 inh -3.
Screening Cc1ccc(NC(=O)NCc2cccnc2)cc1Cl returned Fh CTSL1 inh 1, GASC-1 inh 0, GRK2 inh 2, procasp3 activ -6, procasp7 counter 2, VLA-4 inh 2, HCV core dimer 1, PP1 counter -3 and PP5 inh -0.6.
`CCOC(=O)c1ccccc1NC(=O)C1CCN(c2ncnc3sc(C)c(C)c23)CC1` gave Fh CTSL1 inh 1, GASC-1 inh -23, GRK2 inh 0, procasp3 activ 0, procasp7 counter 5, VLA-4 inh -6, HCV core dimer 5, PP1 counter -3 and PP5 inh 0.2.
For O=C(Nc1ccccc1C(=O)N1CCCC1)c1ccc(Cl)c([N+](=O)[O-])c1 the results were Fh CTSL1 inh -1, GASC-1 inh -3, GRK2 inh 4, procasp3 activ 7, procasp7 counter -3, VLA-4 inh 5, HCV core dimer 0, PP1 counter -1 and PP5 inh 0.3.
COC(=O)NC(=S)N1CCOCC1 was read as Fh CTSL1 inh -1, GASC-1 inh 22, GRK2 inh 1, procasp3 activ -3, procasp7 counter 4, VLA-4 inh 20, HCV core dimer 0, PP1 counter -2 and PP5 inh 0.9.
For CC(OC(=O)c1cccc(-n2cnnn2)c1)C(=O)Nc1ccc(F)cc1 (centres undefined) the results were Fh CTSL1 inh -4, GASC-1 inh 1, GRK2 inh 0, procasp3 activ 4, procasp7 counter -1, VLA-4 inh -7, HCV core dimer 1, PP1 counter -1 and PP5 inh 3.4.
For Cc1ccc(-n2c(O)c(/C=C3/C(c4ccccc4)=Nc4ccccc43)c(=O)[nH]c2=O)cc1 the results were Fh CTSL1 inh 0, GASC-1 inh 3, GRK2 inh 0, procasp3 activ -6, procasp7 counter -10, VLA-4 inh -9, HCV core dimer 1, PP1 counter 0 and PP5 inh 3.3.
Screening COc1ccc(-c2noc(CN3CCN(c4ccccc4)CC3)n2)cc1 returned Fh CTSL1 inh -3, GASC-1 inh 9, GRK2 inh 1, procasp3 activ -3, procasp7 counter -4, VLA-4 inh 3, HCV core dimer 3, PP1 counter -2 and PP5 inh 2.5.
Screening O=C(Nc1nc2ccc(Cl)cc2s1)c1cccc(N2C(=O)CCC2=O)c1 returned Fh CTSL1 inh 3, GASC-1 inh -1, GRK2 inh 7, procasp3 activ -4, procasp7 counter -7, VLA-4 inh -1, HCV core dimer 15, PP1 counter -4 and PP5 inh -2.2.

Random excerpt: three compounds from above, in no set order.
Screening COc1ccc(-c2noc(CN3CCN(c4ccccc4)CC3)n2)cc1 returned Fh CTSL1 inh -3, GASC-1 inh 9, GRK2 inh 1, procasp3 activ -3, procasp7 counter -4, VLA-4 inh 3, HCV core dimer 3, PP1 counter -2 and PP5 inh 2.5.
For CC(OC(=O)c1cccc(-n2cnnn2)c1)C(=O)Nc1ccc(F)cc1 (centres undefined) the results were Fh CTSL1 inh -4, GASC-1 inh 1, GRK2 inh 0, procasp3 activ 4, procasp7 counter -1, VLA-4 inh -7, HCV core dimer 1, PP1 counter -1 and PP5 inh 3.4.
COC(=O)NC(=S)N1CCOCC1 was read as Fh CTSL1 inh -1, GASC-1 inh 22, GRK2 inh 1, procasp3 activ -3, procasp7 counter 4, VLA-4 inh 20, HCV core dimer 0, PP1 counter -2 and PP5 inh 0.9.
